# Assay outcomes (PubChem BioAssay)
# GAA spleen mod: inhibitors or activators of human alpha-glucosidase in spleen homogenate | P10253 | human spleen homogenate, 4-MU-alpha-glucoside fluorescence | Potency, µM (series often up to 79.9 µM), for the others: top-dose activity change, negative = inhibition, hits mostly inhibitors | actives 0.006% (n = 240,000);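 further: 0% = enzyme with vehicle and -100% = no enzyme basal signal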
#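 AC50 values come from Hill-equation fits of concentration-response data, normalized to no-enzyme and full-activity controls. Enzyme source: 1 ug human spleen homogenate; 1 mM fluorogenic 4-MU glucoside, pH 5.0 citrate buffer, 37 C, 40 min.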
# TexasRed fluor: Texas Red fluorescence interference in TRb-SRC2 counter-screen; AID 1479; TRb/SRC2 Texas Red total fluorescence interference; actives 0.29% (n = 280,000); Potency, µM (doses to about 106 µM), inactives show at the top dose fluorescence change, negative = quenching; active means well fitted curve in either direction with a large enough effect; inconclusive means small, poorly fitted or top-dose-only effect
#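 Human TRb ligand-binding domain at 0.6 uM with 20 nM Texas Red SRC2 peptide in Tris buffer containing 1 uM T3 and 5% DMSO, incubated with compound 5 h at ambient temperature. Total fluorescence (555/632 nm) calculated as parallel + 2 × perpendicular.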
# TRb SRC2 PPI: inhibitors of human thyroid hormone receptor beta-SRC2 interaction | Potency, µM (series often up to 106 µM), for inactives: at the top dose activity change, negative = inhibition, usual class: inhibitors | TRbeta-SRC2 peptide binding, fluorescence polarization; receptor liganded with 1 µM T3 | AID 1469 | actives 0.065% (n = 280,000);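 further: plate controls were bound peptide for no effect and peptide without receptor for full effect; nearly all actives have a fitted effect of over 50% in size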
# Target sequence (P10828 whole entry, looked up): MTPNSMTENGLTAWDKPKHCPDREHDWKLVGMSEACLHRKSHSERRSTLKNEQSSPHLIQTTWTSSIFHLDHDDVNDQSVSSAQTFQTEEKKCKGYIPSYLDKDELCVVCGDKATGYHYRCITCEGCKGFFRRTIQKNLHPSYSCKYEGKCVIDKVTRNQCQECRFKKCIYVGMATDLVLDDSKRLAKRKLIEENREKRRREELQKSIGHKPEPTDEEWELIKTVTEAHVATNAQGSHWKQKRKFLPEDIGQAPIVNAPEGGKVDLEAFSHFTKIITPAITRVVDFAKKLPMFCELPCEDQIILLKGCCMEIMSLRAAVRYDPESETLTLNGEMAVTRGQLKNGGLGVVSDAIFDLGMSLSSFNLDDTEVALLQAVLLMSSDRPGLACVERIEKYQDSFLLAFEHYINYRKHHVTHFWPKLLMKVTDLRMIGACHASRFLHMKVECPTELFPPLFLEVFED
#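 Human TRb LBD (0.6 uM) plus Texas Red-labeled SRC2 peptide (20 nM), 1uM T3, 5% DMSO, 5 hr at ambient temperature. Decreased polarization (555/632 nm) flags inhibition; data normalized to free and bound peptide controls.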
# RGS12 GoLoco inh: blocks human Gai1 binding to RGS12 GoLoco peptide, red readout | P63096 | Gai1:RGS12 GoLoco peptide FP, rhodamine, 10 min | Potency, µM (titrated, usually from 61.6 µM), for inactives: at the top dose activity, negative = inhibition, hits mostly inhibitors | actives 0.44% (n = 230,000); active means well fitted inhibition curve with a large enough effect, not every such curve was filed as active; inactive means no such curve, though single readings can be large or run the other way; further: nearly all actives have a fitted effect of over 30% in size; many of its hits are not listed in these tables
# GAA inh: inhibitors of human lysosomal alpha-glucosidase; purified human GAA, 4-MU-alpha-glucoside fluorescence; Potency, µM (doses to about 76.9 µM), without a hit: top-dose activity change, negative = inhibition, actives largely listed as inhibitors; actives 0.005% (n = 200,000); AID 1466;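 further: plate controls were uninhibited enzyme wells for no effect and no-enzyme background for full effect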
#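 AC50 values come from Hill fits of compound titrations (up to 77 uM) against 4 nM human enzyme. Substrate 4-methylumbelliferyl-alpha-D-pyranoside at 400 uM, pH 5.0 citrate buffer, 20 min room temperature; fluorescence Ex 365/Em 440 after alkaline stop.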
# RECQ1 inh: RECQ1 (human) helicase inhibition | P46063 | RECQ1 DNA unwinding, red fluorescence kinetic read | Potency, µM (highest dose often 57.3 µM), inactives show at the top dose activity, negative = inhibition, most hits filed as inhibitors | actives 0.54% (n = 240,000);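 further: plate controls were vehicle for no effect and no enzyme for full effect; nearly all actives have a fitted effect of over 30% in size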
# Target sequence (P46063 whole entry, looked up): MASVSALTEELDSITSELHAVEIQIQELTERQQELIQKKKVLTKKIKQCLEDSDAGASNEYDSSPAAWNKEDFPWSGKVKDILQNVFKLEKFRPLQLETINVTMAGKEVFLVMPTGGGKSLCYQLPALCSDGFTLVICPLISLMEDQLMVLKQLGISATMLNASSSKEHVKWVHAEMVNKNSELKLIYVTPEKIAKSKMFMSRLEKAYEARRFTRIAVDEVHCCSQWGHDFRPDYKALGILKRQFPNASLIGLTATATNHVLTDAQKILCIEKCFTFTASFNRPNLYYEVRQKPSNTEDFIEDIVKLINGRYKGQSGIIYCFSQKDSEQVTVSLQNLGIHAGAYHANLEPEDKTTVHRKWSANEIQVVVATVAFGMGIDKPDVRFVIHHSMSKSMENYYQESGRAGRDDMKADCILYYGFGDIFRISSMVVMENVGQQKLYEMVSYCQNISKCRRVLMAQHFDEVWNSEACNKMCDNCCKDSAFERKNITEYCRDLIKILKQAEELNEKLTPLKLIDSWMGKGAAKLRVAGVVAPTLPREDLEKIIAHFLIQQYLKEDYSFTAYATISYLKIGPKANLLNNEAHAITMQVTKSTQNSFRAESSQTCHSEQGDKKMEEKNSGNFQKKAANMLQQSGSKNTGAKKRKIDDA
#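 50 nM RECQ1T1 preincubated 15 min with compound in Tris pH 8.0 buffer with MgCl2, DTT, Tween-20 and 2.5 ug/ml poly(dI-dC); started with 200 nM TAMRA/BHQ-2 forked duplex and 2 mM ATP. Unwinding read as fluorescence (525/598 nm), two reads 2 h apart.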
# L3MBTL1 block: blocks human L3MBTL1. AlphaScreen L3MBTL1–H3K9me1 peptide binding. Potency, µM (doses to about 57.1 µM), for inactives: at the top dose activity, negative = inhibition, most hits filed as inhibitors. actives 0.66% (n = 230,000); further: nearly all actives have a fitted effect of over 60% in size
#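 L3MBTL1 50 nM + b-AHA-H3(1-15)K9me1 75 nM, 30 min RT; compound added, 30 min RT; streptavidin donor/Ni-chelate acceptor beads 10 ug/mL each final, 30 min RT dark; AlphaScreen read.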
# GAA glycogen mod: inhibitors or activators of human alpha-glucosidase glycogen cleavage. P10253. recombinant GAA, glycogen substrate, Amplex Red glucose oxidase fluorescence. Potency, µM (doses to about 76.4 µM), for inactives: top-dose activity change, negative = inhibition, usual class: inhibitors. actives 0.38% (n = 300,000). AID 2100;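 further: 0% = full enzyme reaction and -100% = no-enzyme basal signal; the screen sought inhibitors and activators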
#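 qHTS, 1536-well; enzyme 4 nM final; cpd up to 77 uM; substrate bovine liver glycogen 30 ug; 50 mM citrate/phosphate pH 5.0, 0.01% Tween-20; 37 C, 40 min; Amplex Red detection 45 min RT; Hill fit → AC50.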
# The depositor's hits bear a star; i = inactive; ? = inconclusive; . = not tested or not shown; & = joins results of further samples; [ ] = another dose, or the depositor's remark. Unless noted, the call rests on the fitted dose curve; in most records, active means well fitted curve in the direction sought with a large enough effect; inconclusive means small, poorly fitted or top-dose-only effect, or another doubt; inactive means no such curve, though single readings can be large; an effect the other way counts as inactive or inconclusive. Unless noted, on the % scale 0 is the no-effect control and ±100 the full control effect; potency means the concentration at half of the fitted maximal effect.
SMILES,GAA spleen mod,TexasRed fluor,TRb SRC2 PPI,RGS12 GoLoco inh,GAA inh,RECQ1 inh,L3MBTL1 block,GAA glycogen mod
Cc1ccc(N(CN2C(=O)C3C4CCC(C4)C3C2=O)C(=O)c2ccco2)cc1 (centres undefined),4%,-3%,-3%,6%,.,-6%,-2%,1%
Nc1c(S(=O)(=O)c2cccs2)c2nc3ccccc3nc2n1Cc1ccccc1,9%,-2%,-4%,19%,?,-12%,.,0%
CCCC(=O)NNc1cc(=O)c2c(=O)n(C)c(=O)n(C)c2[nH]1,3%,2%,4%,8%,-11%,-1%,.,?
CCCn1c(SCC(=O)Nc2ccccc2N2CCCCC2)nc2c1c(=O)n(C)c(=O)n2C,-8%,-4%,-6%,9%,-17%,-1%,-5%,1%
CCCOc1ccc(C(=O)NNC(=S)NC(=O)c2cc(-c3ccc(Cl)cc3)nc3ccccc23)cc1,-7%,-5%,15%,1%,-9%,-4%,-6%,4%
CCOC(=O)C1(Cc2ccccc2)CCN(Cc2csc(C(C)=O)c2)CC1,-8%,-3%,-4%,0%,.,i,-13%,18%
CCCCNC(=O)C1c2cc(OC)c(OC)cc2C(=O)N(C)C1c1cccs1 (centres undefined),2%,-1%,4%,19%,4%,-8%,.,3%
COc1ccc(NC(=O)C(c2ccccc2)N(C)C(=O)CNC(C)=O)cc1 (centres undefined),-4%,2%,-8%,8%,0%,-8%,6%,2%
O=C(CSc1ccc2ccccc2n1)NCc1ccc2c(c1)OCO2,3%,1%,-3%,5%,2%,-7%,-9%,2%
O=C(CN1CCc2ccccc2C1)Nc1cccc(S(=O)(=O)N2CCCC2)c1,5%,-1%,3%,1%,0%,-6%,-10%,6%
Cc1ccc(CC(=O)NC(C)CCc2ccccc2)cc1 (centres undefined),1%,-1%,-9%,13%,-1%,-1%,-1%,0%
Cc1ccc(S(=O)(=O)Oc2ccc(/C=N/NC(=O)c3cccnc3)cc2)cc1,6%,-3%,7%,-10%,?,i,-18%,-15%
CCN(CC)c1nc(Nc2ccccc2)nc(Oc2ccc(C(=O)OC)cc2)n1,1%,-1%,1%,4%,-8%,-9%,0%,-12%
COc1cccc(-c2nnc(SCC(=O)N3CCCc4ccccc43)o2)c1,-6%,2%,-17%,10%,-12%,-12%,-3%,-1%
Cn1c(-c2ccccc2)cnc1SCC(=O)NCc1ccco1,-2%,-2%,8%,-4%,-1%,i,.,0%
CC(=O)c1ccc(NC(=O)/C(=C\c2ccccc2)NC(=O)/C=C/c2ccccc2)cc1,-7%,-1%,2%,-5%,2%,-2%,-2%,-10%
CN(C)c1ccc(NC(=O)CSc2nc3ccccc3c(=O)n2C2CCCCC2)cc1,-9%,3%,-16%,-14%,-11%,-23%,?,-16%
CCC(/C=C/C(C)C1CCC2C3CCC4=CC(=O)CC[C@@]4(C)C3CC[C@@]12C)C(C)C (some centres undefined),-6%,-5%,0%,-1%,.,-12%,.,.
Cc1ccc(N=C2NC(=O)/C(=C/C=C/c3ccco3)S2)cc1,-8%,40µM*[quencher],?,25%,-10%,18µM*,?,-4%
O=C(NCCC1=CCCCC1)C1CCN(Cc2cnn(-c3ccccc3)c2-n2cccc2)CC1,-3%,0%,-2%,9%,-17%,1%,-6%,-3%
Nc1nncn1C(=O)c1ccc(Cl)cc1Cl,1%,-3%,-2%,-8%,-9%,-1%,6%,-14%
CC12CCC(C(=O)Nc3cccc(Cl)c3Cl)([C@H](Br)C1=O)C2(C)C (some centres undefined),-2%,-1%,-9%,0%,.,-8%,11%,1%
CN1CCc2c(sc(N)c2C(=O)O)C1,4%,2%,-3%,-5%,7%,23%,0%,2%
CCN(CC)S(=O)(=O)c1cc(C(=O)OCC(=O)Nc2c(F)cccc2F)ccc1F,-3%,5%,-3%,-2%,3%,-21%,3%,-12%
O=C1c2ccccc2C(=O)c2c1cccc2N1CCCC1,-4%,0%,7%,78%[activator],2%,5%,8.9µM*,-12%

# Given with tabs: entries from further up.
SMILES	GAA spleen mod	TexasRed fluor	TRb SRC2 PPI	RGS12 GoLoco inh	GAA inh	RECQ1 inh	L3MBTL1 block	GAA glycogen mod
Cc1ccc(N(CN2C(=O)C3C4CCC(C4)C3C2=O)C(=O)c2ccco2)cc1 (centres undefined)	4%	-3%	-3%	6%	.	-6%	-2%	1%
Nc1c(S(=O)(=O)c2cccs2)c2nc3ccccc3nc2n1Cc1ccccc1	9%	-2%	-4%	19%	?	-12%	.	0%
CCCC(=O)NNc1cc(=O)c2c(=O)n(C)c(=O)n(C)c2[nH]1	3%	2%	4%	8%	-11%	-1%	.	?
CCCn1c(SCC(=O)Nc2ccccc2N2CCCCC2)nc2c1c(=O)n(C)c(=O)n2C	-8%	-4%	-6%	9%	-17%	-1%	-5%	1%
CCCOc1ccc(C(=O)NNC(=S)NC(=O)c2cc(-c3ccc(Cl)cc3)nc3ccccc23)cc1	-7%	-5%	15%	1%	-9%	-4%	-6%	4%
CCOC(=O)C1(Cc2ccccc2)CCN(Cc2csc(C(C)=O)c2)CC1	-8%	-3%	-4%	0%	.	i	-13%	18%
CCCCNC(=O)C1c2cc(OC)c(OC)cc2C(=O)N(C)C1c1cccs1 (centres undefined)	2%	-1%	4%	19%	4%	-8%	.	3%
COc1ccc(NC(=O)C(c2ccccc2)N(C)C(=O)CNC(C)=O)cc1 (centres undefined)	-4%	2%	-8%	8%	0%	-8%	6%	2%
O=C(CSc1ccc2ccccc2n1)NCc1ccc2c(c1)OCO2	3%	1%	-3%	5%	2%	-7%	-9%	2%
O=C(CN1CCc2ccccc2C1)Nc1cccc(S(=O)(=O)N2CCCC2)c1	5%	-1%	3%	1%	0%	-6%	-10%	6%
Cc1ccc(CC(=O)NC(C)CCc2ccccc2)cc1 (centres undefined)	1%	-1%	-9%	13%	-1%	-1%	-1%	0%
Cc1ccc(S(=O)(=O)Oc2ccc(/C=N/NC(=O)c3cccnc3)cc2)cc1	6%	-3%	7%	-10%	?	i	-18%	-15%

# Some values from the list.
# RECQ1 inh with `Nc1c(S(=O)(=O)c2cccs2)c2nc3ccccc3nc2n1Cc1ccccc1` reads -12%
# RECQ1 inh with `CN1CCc2c(sc(N)c2C(=O)O)C1` reads 23%

# The listing continues:
SMILES,GAA spleen mod,TexasRed fluor,TRb SRC2 PPI,RGS12 GoLoco inh,GAA inh,RECQ1 inh,L3MBTL1 block,GAA glycogen mod
CCOC(=O)C1=C(C)N(c2ccccc2)C(=O)/C1=C\c1cccs1,-8%,0%,-1%,6%,-3%,-13%,-16%,10%
COc1ccc(C2C([N+](=O)[O-])=C(C)N(C)C(=O)N2C)cc1OC (centres undefined),-17%,-3%,0%,2%,-7%,-5%,1%,-1%
O=S(=O)(NCCCc1ccccc1)c1ccc(Cl)cc1,-19%,-2%,-24%,5%,?,-4%,16%,-8%
CN(C(=O)c1ccno1)c1nnc(-c2cccnc2)s1,-4%,-3%,-11%,6%,-4%,16%,.,1%
Cc1ccc(-c2csc(C3=C(O)CN(NC(=O)c4ccco4)C3=N)n2)cc1,0%,-2%,-1%,-6%,.,-1%,-6%,2%
COc1cc2c(cc1NC(=O)c1cncc(Br)c1)oc1ccccc12,9%,-2%,-17%,12%,-1%,-2%,4%,3%
Cc1c(C#N)c(NC(=O)CCl)n(Cc2ccc(F)cc2)c1C,6%,8%,-2%,9%,2%,0%,.,-22%
COc1ccc(C(=O)CC(=O)C(=O)NCCc2cccc(C)c2)cc1,-6%,0%,8%,32%[activator],0%,6%,-8%,-4%
CS(=O)(=O)N(CCc1ccccc1)CC(=O)N1CCN(c2ccccc2F)CC1,0%,3%,-18%,-34%,-2%,-4%,1%,-3%
O=C(Oc1ccccc1N1CCOCC1)c1sccc1Br,0%,-1%,-2%,10%,-7%,i,7%,?
COc1cc(NC(=S)NC(=O)c2ccc(F)cc2)ccc1NC(=O)c1ccco1,3%,2%,5%,12%,-1%,-2%,2%,-1%
CCOCC(O)CS(=O)Cc1ccccc1 (centres undefined),-1%,-3%,3%,10%,-4%,-10%,1%,3%
Cc1cc(C)c2c(n1)sc1c(=O)[nH]c(SCc3ccccc3)nc12,-6%,0%,-3%,7%,6%,5%,0%,4%
O=S1(=O)C=C(SCCN2CCCC2)c2ccccc21,-10%,0%,3%,-8%,-3%,-4%,.,-4%
COc1ccc(CCNC(=O)Cn2c(=O)oc3cc(Cl)ccc32)cc1OC,-17%,-4%,4%,3%,.,-2%,.,-6%
CCCN1CCN(CCCNC(=O)C2CCN(c3nnc(-n4cccc4)s3)CC2)CC1,-3%,-1%,-11%,4%,-5%,-10%,2%,-4%
Cc1ccc(-c2nc(CN(CC3CCC3)CC3CCCO3)c(C)o2)s1 (centres undefined),0%,-1%,4%,8%,.,-12%,0%,16%
CCN(CC)S(=O)(=O)c1cc(C(=O)OCC(=O)NC2CCCc3ccccc32)ccc1C (centres undefined),-14%,-2%,-4%,7%,-7%,-11%,1%,5%
CCc1nc2sc(C)c(C)c2c(=O)n1CCO,6%,-1%,-4%,3%,-7%,2%,1%,8%
COc1cc(COc2cc(N)c(Cl)cc2C(=O)CCC2CCN(CCNS(C)(=O)=O)CC2)cc(OC)c1,-6%&-1%,0%&0%,3%&5%,3%&5%,.,-12%&-13%,.,.
COc1ccc(CC(C(=O)Nc2cc(C)ccc2C)/C(N)=N/O)cc1 (centres undefined),6%,1%,2%,2%,4%,i,.,2%
CSc1nnc(Cc2sc(-c3ccccc3)nc2-c2ccccc2)o1,-1%,-1%,-2%,5%,-1%,5%,.,-4%
O=C(O)c1ccccc1-c1c2ccc(=O)cc-2oc2cc(O)ccc12,-1%&-21%,15%&10%,-23%&-12%,0.4µM*,.,32µM*,.,.
O=[N+]([O-])c1ccc(N2CCCC2)cc1NC1CC1,3%,-1%,1%,18%,3%,-1%,-26%,-6%
CN(C)c1ccc(CNCCC2CCOC(C)(C)C2)cc1 (centres undefined),-12%,-3%,-19%,-8%,0%,-6%,.,-7%

# These rows are one share of the data; count on the stated rates, not on these rows.
